Mtb BioA inh – blocks M. tuberculosis BioA enzyme activity | purified M. tuberculosis BioA enzyme, plate reader | inhibition, % at 9.99 µM | actives 0.096% (n = 360,000) | AID 602481; in the data active = inhibition above about 40%; inconclusive = no clear call, values can overlap the other calls
UGM FP inh – inhibitors of M. tuberculosis UDP-galactopyranose mutase | P9WIQ1 | purified UGM, fluorescence polarization probe displacement | inhibition, % at 10 µM | actives 0.06% (n = 320,000); in the data active = inhibition above about 10%, passing the limit was not always enough; inconclusive = no clear call, values can overlap the other calls
Target sequence (P9WIQ1 whole entry, looked up): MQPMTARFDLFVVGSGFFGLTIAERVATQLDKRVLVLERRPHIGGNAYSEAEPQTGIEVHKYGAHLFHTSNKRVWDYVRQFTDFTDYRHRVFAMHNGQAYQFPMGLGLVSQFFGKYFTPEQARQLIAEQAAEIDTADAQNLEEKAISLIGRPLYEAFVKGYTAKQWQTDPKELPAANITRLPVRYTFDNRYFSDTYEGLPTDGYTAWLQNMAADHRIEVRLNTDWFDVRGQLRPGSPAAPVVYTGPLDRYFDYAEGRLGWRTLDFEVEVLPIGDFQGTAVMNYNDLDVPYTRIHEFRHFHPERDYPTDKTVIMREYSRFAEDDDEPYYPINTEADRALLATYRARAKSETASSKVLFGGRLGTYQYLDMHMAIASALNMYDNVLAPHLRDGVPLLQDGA
FadD28 binding – M. tuberculosis FadD28 bisubstrate binding inhibition; FadD28 bisubstrate probe binding, fluorescence polarization; inhibition, % at 12.5 µM; actives 0.22% (n = 360,000); in the data active = inhibition above about 8.5%, passing the limit was not always enough; inconclusive = no clear call, values can overlap the other calls
BoNT A protease – inhibitors of Botulinum neurotoxin A light chain protease; multiplex microsphere protease substrate cleavage, flow cytometry; inhibition, % at 10 µM; actives 0.17% (n = 360,000); AID 588499; in the data active = inhibition above about 30%; inconclusive = no clear call, values can overlap the other calls; also: plate controls were buffer without enzyme for full effect and enzyme alone for no effect
BoNT F protease – BoNT F light chain protease inhibition; Multiplex microsphere protease cleavage assay, flow cytometry; actives 0.22% (n = 360,000); inhibition, % at 10 µM; AID 588497; in the data active = inhibition above about 35%, passing the limit was not always enough; inconclusive = no clear call, values can overlap the other calls; also: plate controls were buffer without enzyme for full effect and enzyme alone for no effect
CCHFV vOTU inh – CCHFV vOTU protease inhibition | Pep-AMC fluorescence | inhibition, % at 11.5 µM | actives 0.55% (n = 370,000) | AID 651958; also: 0% = vehicle wells with enzyme and 100% = no enzyme wells
GDH-TPI counter – GDH-TPI coupled enzyme inhibition counter-screen; inhibition, % at 4.8 µM; GDH-TPI coupled enzyme counterscreen, NADH absorbance; actives 1.2% (n = 360,000);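 also: 0% = DMSO wells and 100% = wells lacking the enzyme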
FBA Mtb inh – inhibitors of M. tuberculosis fructose-bisphosphate aldolase | actives 2.3% (n = 360,000) | purified M. tuberculosis FBA, fluorescence read-out | AID 588726 | P9WQA3 | inhibition, % at 1 µM; in the data active = inhibition above about 27%;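 also: 0% = vehicle and 100% = reference inhibitor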
Target sequence (P9WQA3 whole entry, looked up): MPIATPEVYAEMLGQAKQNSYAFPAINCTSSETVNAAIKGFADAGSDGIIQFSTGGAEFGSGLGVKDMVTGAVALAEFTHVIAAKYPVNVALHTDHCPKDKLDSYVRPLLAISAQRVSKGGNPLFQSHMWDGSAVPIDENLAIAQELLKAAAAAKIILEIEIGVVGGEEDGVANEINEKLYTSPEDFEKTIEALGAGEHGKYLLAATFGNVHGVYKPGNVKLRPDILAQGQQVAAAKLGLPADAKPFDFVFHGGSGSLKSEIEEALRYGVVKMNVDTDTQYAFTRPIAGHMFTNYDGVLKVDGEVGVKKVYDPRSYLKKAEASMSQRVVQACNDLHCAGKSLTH
PrPC surface inh – cell surface PrPC inhibition, primary TR-FRET screen. P04156. TR-FRET read-out. inhibition, % at 13.8 µM. actives 0.43% (n = 370,000); in the data active = inhibition above about 24%; also: 0% = median of the test wells and 100% = reference compound wells
* hit, by the source's call; ? = inconclusive; / = no result given; + = active, no number. Rule as the data show it, unless noted: active = inhibition above about 30%; inactive = the rest.

SMILES | Mtb BioA inh | UGM FP inh | FadD28 binding | BoNT A protease | BoNT F protease | CCHFV vOTU inh | GDH-TPI counter | FBA Mtb inh | PrPC surface inh
CC1CCN(CCc2nc3cc(NC(=O)Nc4ccccc4)ccc3n2C)CC1 | 0.2 | -0.7 | 0.9 | ? | ? | -4 | 3 | 5 | -9
O=C(OCC(=O)N1CCN(c2ccc(F)cc2)CC1)c1cnc2ccccc2n1 | 0.4 | 2.0 | -0.9 | -0.7 | -1 | 9 | 12 | -1 | 0
NC(=O)c1ccc(NC(=O)c2ccc(COc3ccc(F)cc3)o2)cc1 | -2.0 | 0.4 | -2.7 | -2.7 | -11 | 0 | 5 | 4 | 3
C=C(C)c1cccc(C(C)(C)NC(=O)N2CCN(C(=O)OCC)CC2)c1 | -5.5 | / | -0.3 | -0.2 | -2 | 10 | 14 | 3 | -1
CN1C2CCC1CC(NS(=O)(=O)c1cc(Cl)c(Cl)cc1Cl)C2 (stereo not drawn) | -0.5 | 0.4 | -1.6 | 3.0 | -1 | -3 | 6 | 1 | -7
O=C(CC1SC(N2CCOCC2)=NC1=O)Nc1cc([N+](=O)[O-])ccc1Cl (stereo not drawn) | / | -0.4 | -1.0 | -0.9 | -4 | 3 | -3 | -4 | -11
CC(C)(C)OC(=O)C[C@H]1C/C=C\C[C@H](CC(=O)NCCO)C(=O)N2CCC[C@@H]2COC1=O | -3.0 | 5.2 | 2.0 | 0.3 | 2 | -10 | 3 | 0 | -5
O=C(COc1ccc2cc(Br)ccc2c1)N1CCOCC1 | 3.3 | -1.1 | -4.7 | 0.3 | -2 | 13 | 8 | 1 | -12
COc1cccc2sc(N)nc12 | -0.8 | -2.6 | -1.7 | 0.0 | 2 | 5 | 0 | 4 | 2
C=CCSc1nnc(-c2ccccc2N=Cc2c(C)[nH]n(-c3ccccc3)c2=O)c(=O)[nH]1 | -0.2 | 1.3 | -2.4 | -0.3 | -23 | 15 | 43* | 0 | 3
CC1=CSC2=NC(=O)/C(=C\c3cccn3-c3ccc([N+](=O)[O-])cc3)C(=N)N12 | -0.8 | -3.1 | -3.6 | 1.5 | 4 | -11 | 8 | -8 | -15
CCCCOc1ccc(C(=O)NCC(=O)NCc2ccccn2)cc1 | 1.6 | -3.7 | -1.4 | 5.4 | 4 | -2 | 6 | 5 | 3
Oc1ccc(O)c(Cc2nc3ccccc3s2)c1 | / | 2.1 | -0.8 | -1.0 | 1 | -7 | 0 | 6 | -6
COc1ccc(CCNC(=S)Nc2ccccc2)cc1 | 0.0 | -1.4 | -3.1 | -0.5 | 1 | 10 | 0 | 1 | 12
O=C(Nc1cc2c(oc1=O)CCCC2=O)c1ccc(Cl)cc1 | 0.2 | 4.3 | 1.4 | 2.8 | 2 | 2 | 21 | -1 | 1
CCOc1ccc(Oc2c(/C=N/NC(=O)COc3ccccc3OC)c(C)nn2-c2ccccc2)cc1 | / | -4.2 | -0.4 | -0.2 | -8 | 19 | 6 | 1 | -3
CCC1(CC)NC(=O)N(CC(=O)OCn2nnc3ccccc3c2=O)C1=O | 0.3 | 0.3 | 0.3 | -0.2 | 10 | 9 | -7 | 0 | 1
CCc1ccc(Nc2cc(=O)n(C3CCCCC3)c(=O)[nH]2)cc1 | 0.0 | 2.6 | -0.7 | -0.2 | -10 | -1 | -11 | 0 | 2
CCc1nnc(NC(=O)c2ccc(S(=O)(=O)N(CC)Cc3ccccc3)cc2)o1 | -0.5 | 0.1 | -1.1 | -0.7 | -15 | 7 | 20 | -1 | 9
COc1ccccc1-c1ccc(SCC(=O)NC2CCCC2)nn1 | -0.2 | -1.5 | -0.1 | / | / | 20 | 11 | 4 | 4
COc1ccc(NC(=O)N(C)C[C@H]2Oc3ccc(NC(=O)Nc4ccc(C(F)(F)F)cc4)cc3C(=O)N([C@H](C)CO)C[C@@H]2C)cc1 | -0.9 | 2.0 | -2.1 | -0.4 | -4 | 6 | 1 | -3 | 10
CCc1nc2c(OCC(=O)C(C)(C)C)cccn2c1N(C=O)Cc1ccccc1 | 0.0 | / | -0.9 | -0.1 | 0 | 0 | 0 | 0 | -3
CC(=O)Nc1cccc(-c2nc3ccc(NC(C)=O)cc3s2)c1 | / | -1.9 | -3.2 | 0.2 | 0 | -156 | 21 | + | -25
CCOc1ccccc1Nc1nc2ccccc2n2cnnc12 | -1.1 | -1.1 | -0.2 | -0.7 | -1 | -6 | 14 | 2 | 0
CC(C)C(NC(=O)c1ccc(F)cc1)C(=O)N1CCN(C(=O)c2ccco2)CC1 (stereo not drawn) | -0.9 | -1.9 | -0.9 | -3.8 | 2 | -4 | 4 | -2 | -6
(further entries)
SMILES | Mtb BioA inh | UGM FP inh | FadD28 binding | BoNT A protease | BoNT F protease | CCHFV vOTU inh | GDH-TPI counter | FBA Mtb inh | PrPC surface inh
CCCN(CCC)S(=O)(=O)c1ccc(Cl)c(OC)c1 | 0.9 | 1.0 | -3.3 | 0.2 | 3 | -5 | -6 | 0 | -6
CCOc1ccccc1C(=O)N(C)Cc1cc2cc(OC)ccc2[nH]c1=O | / | 1.9 | -0.9 | 0.5 | 2 | -15 | 8 | 18 | -8
Cc1ccc(CSCC(=O)NCc2cccs2)cc1 | / | 0.9 | -2.1 | -0.7 | -4 | -5 | -6 | 3 | 3
O=C(CSc1ncc(-c2ccccc2)[nH]1)Nc1ccccc1F | / | 0.2 | -4.6 | 0.0 | -6 | -11 | -18 | -2 | -1
CCOC(=O)N1CCN(S(=O)(=O)N2CCCC(C(=O)NCc3cc(Br)ccc3OC)C2)CC1 (stereo not drawn) | -0.3 | / | -0.9 | -0.1 | -1 | -2 | -3 | 1 | 2
CCN(C(=O)CSc1nc2ccc(OC)cc2[nH]1)c1c(N)n(Cc2ccccc2)c(=O)[nH]c1=O | -0.1 | -2.4 | -0.7 | 0.1 | 7 | -8 | -2 | -2 | -5
Cc1c(C(=O)Nc2ccc(F)cc2)oc2ccc(S(=O)(=O)N3CCC4(CC3)OCCO4)cc12 | -0.2 | -0.6 | -0.5 | 3.9 | 5 | 3 | 3 | 1 | 0
COc1ccccc1C(=O)N1CCN(C(=O)c2oc3ccc(C)cc3c2C)CC1 | -0.3 | 3.0 | 0.9 | -0.8 | 0 | -3 | 10 | 2 | -1
CCN(CC)C(=O)c1c(C)[nH]c(=S)c(C#N)c1-c1ccco1 | / | 3.6 | -3.0 | 0.4 | 1 | 13 | 6 | 3 | -1
CC1CCCC(NC(=O)CN2CCN(S(=O)(=O)c3ccc(Br)s3)CC2)C1C (stereo not drawn) | 1.9 | / | 2.6 | 2.0 | ? | 2 | -13 | 3 | -5
Cc1cc(=O)oc2cc(OCC(=O)Nc3ccccc3C(N)=O)c(Cl)cc12 | -1.9 | 0.5 | 0.9 | 1.5 | -2 | 5 | 11 | 1 | -1
COc1ccc(/C=C/C(=O)OCC(=O)NC2CCCC2)c(OC)c1 | -0.4 | -0.7 | / | -2.5 | -1 | 11 | 10 | -1 | 8
N#Cc1c(SCC(=O)Nc2ccc(C(F)(F)F)cc2)sc2c(O)cc(=O)[nH]c12 | -0.6 | 2.4 | 2.6 | 0.2 | 5 | 10 | 16 | -1 | -6
CCOc1cc(N2CCOCC2)c(OCC)cc1NC(=O)COc1cccc2cccnc12 | -0.8 | -0.6 | -1.2 | -0.4 | -11 | 4 | 18 | 5 | 11
COc1ccccc1NC(=O)C(C)OC(=O)CCCc1c[nH]c2ccccc12 (stereo not drawn) | / | -2.6 | -2.2 | ? | ? | 13 | -4 | 0 | 6
C=C(C)CC1(NC(C)c2ccccc2)CCCCC1 (stereo not drawn) | -1.6 | 0.3 | -4.9 | -1.1 | -6 | 15 | 0 | 0 | 5
O=C(/C=C/c1ccco1)NC(=S)N1CCCCC1 | -2.3 | 0.1 | -1.2 | 1.6 | 3 | 13 | 11 | -1 | -4
CN(Cc1cn(C)nc1-c1cccc(Cl)c1)Cc1nccn1C | / | 3.9 | -3.2 | 0.5 | -4 | -9 | 0 | -3 | -13
CCOC(=O)c1sc(NC(=O)c2ccncc2)c(C#N)c1C | / | / | -0.1 | -0.9 | -6 | -2 | 1 | 0 | -4
COc1ccc(NC(=O)CC2C(=O)N(CCc3ccccc3)C(=S)N2Cc2cccnc2)cc1 (stereo not drawn) | 2.2 | 0.3 | -12 | -3.3 | -6 | -4 | -4 | -4 | -4
CC(=O)C1=C(C)NC(SCc2cccc([N+](=O)[O-])c2)=C(C#N)C1c1ccco1 (stereo not drawn) | -0.7 | -0.1 | -2.0 | 0.8 | 8 | 10 | 5 | 2 | -2
Cc1ccc(C(=O)NNC2=Nc3cccc4cccc2c34)cc1 | -2.1 | 2.5 | -2.2 | 3.2 | 8 | -3 | 14 | 1 | 4
Cc1nnc(SCC(=O)Nc2cc(S(=O)(=O)N3CCOCC3)ccc2N2CCCC2)s1 | -0.5 | / | -3.7 | 0.1 | 9 | -6 | -7 | -1 | -1
CCC(CC)c1nnc(NC(=O)c2ccc(N3CCCCC3)c([N+](=O)[O-])c2)s1 | / | 0.4 | -2.3 | -0.1 | -4 | -4 | 3 | 0 | 4
CS(=O)(=O)N1CCN(C(=O)Cc2ccccc2)CC1 | -1.6 | -1.0 | -0.5 | -0.3 | -8 | 9 | -14 | 3 | 0

Retrieved by compound from the list above, 2 records:
SMILES | Mtb BioA inh | UGM FP inh | FadD28 binding | BoNT A protease | BoNT F protease | CCHFV vOTU inh | GDH-TPI counter | FBA Mtb inh | PrPC surface inh
O=C(COc1ccc2cc(Br)ccc2c1)N1CCOCC1 | 3.3 | -1.1 | -4.7 | 0.3 | -2 | 13 | 8 | 1 | -12
O=C(CC1SC(N2CCOCC2)=NC1=O)Nc1cc([N+](=O)[O-])ccc1Cl (stereo not drawn) | / | -0.4 | -1.0 | -0.9 | -4 | 3 | -3 | -4 | -11

(further entries)
SMILES | Mtb BioA inh | UGM FP inh | FadD28 binding | BoNT A protease | BoNT F protease | CCHFV vOTU inh | GDH-TPI counter | FBA Mtb inh | PrPC surface inh
Cc1ccc(Cl)cc1N1CCN(S(=O)(=O)c2c(C)nc3scc(C)n3c2=O)CC1 | 0.3 | -1.7 | -3.9 | -2.7 | -30 | 5 | -3 | 0 | 0
CCCC(=O)OCCNc1cc(SCCC(=O)OC)c2nonc2c1[N+](=O)[O-] | / | 0.7 | 1.3 | 1.1 | -8 | 18 | 14 | -10 | -54
Cc1occc1C(=O)N1CCN(S(=O)(=O)c2ccc(F)cc2)CC1 | 0.5 | 1.1 | -1.9 | -1.9 | 3 | 4 | 2 | 0 | 1
O=C1NCN(c2ccccc2)C12CCN(C(c1cccs1)c1nnnn1C1CCCCC1)CC2 (stereo not drawn) | -2.1 | / | -5.7 | -0.7 | -4 | 17 | / | -5 | 1
CCOC(=O)CCCCC(=O)c1[nH]c(=O)[nH]c1CSc1nc2ccccc2[nH]1 | -26 | 0.0 | -0.8 | 5.0 | 36* | -20 | -1 | 4 | 3
O=c1c2cc(NC(=S)NCCCN3CCC(Cc4ccccc4)CC3)ccc2nc2n1CCCCC2 | / | -1.1 | -2.7 | -6.2 | -4 | 4 | 1 | 2 | -15
O=C(Nc1ccc(O)c(-c2nc3ccccc3o2)c1)C1(c2ccc([N+](=O)[O-])cc2)CCCC1 | -1.5 | 1.5 | -8.4 | 0.6 | 0 | 13 | 0 | -1 | 4
Cc1ccnc(NS(=O)(=O)c2ccc(CC(C)C)cc2)c1 | -0.2 | 1.7 | -2.2 | 0.1 | -6 | -2 | 1 | 8 | 4
COc1ccccc1NC(=O)CCc1nc(-c2ccccc2F)no1 | 0.2 | -2.8 | -0.1 | -1.7 | -12 | -11 | -2 | 0 | 12

One compound at a time (already shown). Order of screens: Mtb BioA inh	UGM FP inh	FadD28 binding	BoNT A protease	BoNT F protease	CCHFV vOTU inh	GDH-TPI counter	FBA Mtb inh	PrPC surface inh
COc1ccccc1NC(=O)CCc1nc(-c2ccccc2F)no1 across the screens: 0.2	-2.8	-0.1	-1.7	-12	-11	-2	0	12
Cc1ccnc(NS(=O)(=O)c2ccc(CC(C)C)cc2)c1 across the screens: -0.2	1.7	-2.2	0.1	-6	-2	1	8	4
Cc1occc1C(=O)N1CCN(S(=O)(=O)c2ccc(F)cc2)CC1 across the screens: 0.5	1.1	-1.9	-1.9	3	4	2	0	1

Only CCHFV vOTU inh and Mtb BioA inh (2 entries from above):
canonical_smiles	CCHFV vOTU inh	Mtb BioA inh
COc1ccccc1NC(=O)CCc1nc(-c2ccccc2F)no1	-11	0.2
O=C(Nc1ccc(O)c(-c2nc3ccccc3o2)c1)C1(c2ccc([N+](=O)[O-])cc2)CCCC1	13	-1.5

Source: PubChem
